Screening data as filed in PubChem BioAssay.
Pf Dd2 growth = qHTS Primary assay for Inhibitors of Plasmodium falciparum Dd2 growth in vitro. P. falciparum Dd2 growth, SYBR Green, 72 h. Potency, µM (doses to about 28.9 µM), without a hit: top-dose activity, negative = inhibition, hits mostly inhibitors. 4.3% of 120,000 active. AID 1347417, 2020; active = well fitted inhibition curve with a large enough effect; inconclusive = small, poorly fitted or top-dose-only effect; inactive = no such curve, though single readings can be large or run the other way;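 note: plate controls were DMSO vehicle for no effect and reference drug for full effect; nearly all actives have a fitted effect of over 65% in size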
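Infected erythrocytes (Dd2, 0.3% parasitemia, 2.5% hematocrit final) are added to compound in RPMI-1640/Albumax II medium, grown 72 h at 37C in low oxygen, then lysed with saponin/Triton-X containing SYBR Green and read by fluorescence.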
* = called active by the depositor; i = inactive; ? = inconclusive; [ ] = another dose, or the depositor's remark. Potency is the fitted concentration of half-maximal effect. These rows are one share of the data (hit frequency here may not be typical).

| structure | Pf Dd2 growth |
| --- | --- |
| Cc1ccc(C2(C(=O)NC(C)c3cnc(-c4ccncc4)nc3C)CC2)cc1 (configuration not stated) | -7% |
| COc1ccc(NC(=O)c2cccc(N3CCCS3(=O)=O)c2)c(OC)c1 | 33%[activator] |
| COc1cc2c(cc1OCC1CC1)NC(=O)C21CCN(C(=O)c2ccccc2)CC1 | i |
| CC(C)NC(=O)C1CCC(=O)N1C1CCN(C(=O)CCC2CCCC2)CC1 (configuration not stated) | 15% |
| O=S(=O)(c1ccccc1)c1nc(-c2ccco2)oc1SCc1ccc(F)cc1 | -3% |
| O=C(COc1ccccc1)NC1CC(=O)N(C2Cc3ccccc3C2)C1 (configuration not stated) | -2% |
| COCCO[C@H]1C(=O)N(C2CCN(Cc3cccc(OC)n3)CC2)[C@H]1c1ccncc1 | -4% |
| CC(=O)Nc1ccc(Cl)c(C(=O)N(C)Cc2sccc2C)c1 | -1% |
| CCN(CCCNC(=O)c1c(C)oc2ncn(CC(C)C)c(=O)c12)Cc1ccccc1 | ? |
| O=C(NC1CC1)[C@@H]1CN(Cc2ccc(Br)cc2)C[C@H]1CO | ? |
| O=C(c1cccc(F)c1F)N1CCOc2ccc(CN3CCN(c4ccccn4)CC3)cc2C1 | -2% |
| CSCC(=O)N1C[C@@H](NC(=O)Nc2ccc(F)cc2F)C[C@H]1C(=O)N[C@H](Cc1ccccc1)C(N)=O | -6% |
| O=C(CC1=C2CCCCC2N(Cc2ccccc2)C1=O)N1CCc2ccccc2C1 (configuration not stated) | ? |
| COc1ccc(-c2[nH]nc3ncc(C(=O)N4CC(O)C4)nc23)c(C)c1 | -3%[44.1 µM] |
| CCC(C(=O)Nc1ccccc1)n1nc(-c2cc(C)ccc2C)ccc1=O (configuration not stated) | ? |

The final 2 entries of the section above come first, to join the parts:
| structure | Pf Dd2 growth |
| --- | --- |
| COc1ccc(-c2[nH]nc3ncc(C(=O)N4CC(O)C4)nc23)c(C)c1 | -3%[44.1 µM] |
| CCC(C(=O)Nc1ccccc1)n1nc(-c2cc(C)ccc2C)ccc1=O (configuration not stated) | ? |
| CCCN1C(=O)C(CC(=O)N2CCN(C)CC2)Sc2ncccc21 (configuration not stated) | -19% |
| COCC1CN(C(C)=O)CC12CCN(Cc1cccn1C)CC2 (configuration not stated) | -17% |
| CCN1C(=O)c2ccccc2S(=O)c2ccc(C(=O)N3CCN(c4cccc(Cl)c4)CC3)cc21 (configuration not stated) | ? |
| Cc1noc(C)c1Cn1cc2c3c(cccc31)[C@H](CC(C)C)N[C@H](C(=O)N1CCOCC1)C2 | ? |
| Cc1ccc(-n2ccn(CC(=O)NCCc3ccccc3)c(=O)c2=O)cc1C | 45%[activator] |
| COc1cccc(-c2nc(N3CCOCC3)cc3c2CN(CC2CC2)C3=O)c1OC | 4%[44.1 µM] |
| Cc1cc2cc(C(=O)N3CCN(c4ncccc4C#N)CC3)ccc2o1 | 9% |
| COCc1noc([C@@H]2CN(Cc3cc(C)nn3C)C[C@H]2C(N)=O)n1 | -3% |
| Cc1ccc(-c2nn(-c3ccccc3)c3c2cnc2ccccc23)cc1C | 23% |
| CC(C)(C)CCN1CC(Oc2cccc(C(=O)N3CCCC3)c2)C1 | ? |
| O=C1CCN(S(=O)(=O)c2ccccc2)CCCC(C(=O)NC2CC2)CCN1 (configuration not stated) | 3% |
| CC[C@@H](Nc1ncnc2c1CN(C1CCNCC1)C(=O)CN2C)c1ccccc1 | -4% |
| COCCNC(=O)C[C@@H]1c2nc(NC(=O)c3ccc(F)cc3)sc2C[C@@H]2[C@](C)(CO)[C@H](O)CC[C@]21C | ? |
| COc1ccccc1C(=O)Nc1nc(-c2ccccc2)ns1 | 14% |
| CCc1ccccc1NC(=O)C1CCCN(c2nnc(-n3c(C)ccc3C)s2)C1 (configuration not stated) | ? |
| CCN1C(=O)CCC2(C(=O)NC(C)C)CCCC=C12 (configuration not stated) | 0% |
| COCCNC(=O)C1COC2(CCN(C(=O)c3ccccc3F)CC2)N1C(=O)c1cccc(F)c1 (configuration not stated) | -11% |
| CC(C)c1ccc(S(=O)(=O)c2nnn3c2nc(N2CCOCC2)c2ccccc23)cc1 | -29% |
| COc1ccc(CCN2CCC(CNC(=O)c3cnn(-c4cccc(Cl)c4)c3C3CCN(C(=O)OC(C)(C)C)CC3)CC2)cc1 | ? |
| Cc1cc(C(=O)N2CCC(c3noc(-c4ccncc4)n3)C2)nn1C (configuration not stated) | i[5.79 µM] |
| OC[C@@H]1CN(Cc2cccc(F)c2)C[C@H]1c1nc(-c2ccncc2)no1 | ? |
| COc1ccc(CN[C@H]2C[C@H]3C(=O)NC[C@@H](CCC(=O)NCc4ccccc4)N3C2)cc1 | i |
| COc1ccc(NC(=O)C(C)n2nc(-c3cc(C)ccc3C)c3c(c2=O)CCCC3)cc1 (configuration not stated) | -28% |
| Cc1ccc(NC(=O)Cn2c(N(C)Cc3ccccc3)nc(C)cc2=O)c(C)c1 | i |
| Cc1ncc2c(n1)C[C@@H]1CC[C@H]2N1C(=O)c1ccc(C(C)C)cc1 | i |
| CCOC(=O)Cn1c(=O)n(C2CCCCC2)c2nc(-c3ccc(OC)cc3)nc(C(N)=O)c21 | 0% |
| CCOc1ccccc1NS(=O)(=O)c1cc2[nH]c(=O)c(=O)[nH]c2cc1C | 9% |
| Cc1ccccc1OCC(=O)Nc1ccc(C(=O)OCc2cc(=O)n3c(C)csc3n2)cc1 | 24% |
| COc1ccc(CN2C[C@@H](CO)[C@H](NC(C)=O)C2)cc1Br | ? |
| Cc1cc(N2CCN(c3cccc(C)c3C)CC2)n2nc(C)c(-c3ccc(Cl)cc3)c2n1 | 24% |

An excerpt from above in order of molar mass, ascending:
| structure | Pf Dd2 growth |
| --- | --- |
| CCN1C(=O)CCC2(C(=O)NC(C)C)CCCC=C12 (configuration not stated) | 0% |
| Cc1cc(C(=O)N2CCC(c3noc(-c4ccncc4)n3)C2)nn1C (configuration not stated) | i[5.79 µM] |
| COc1ccc(CN[C@H]2C[C@H]3C(=O)NC[C@@H](CCC(=O)NCc4ccccc4)N3C2)cc1 | i |

(more compounds)
| structure | Pf Dd2 growth |
| --- | --- |
| O=C(c1ccc(F)c(Cl)c1)N1CCC(Cc2nc(-c3cnccn3)no2)CC1 | -7% |
| CCOC(=O)c1c(C)c(-c2ccccc2)n(CC(=O)NCc2ccccc2)c1C | -14% |
| O=C(c1ccccc1F)N1CCCC(CN2CCOCC2)CC1 (configuration not stated) | -26% |
| CC(c1cccs1)N(C)Cc1ccccn1 (configuration not stated) | i |
| Cc1cc(C2CCCN2C(=O)c2ccccc2)on1 (configuration not stated) | -17% |
| CCN(CC)CCCNC(=O)c1cnc(SC)nc1-c1ccccc1 | i |
| CCOCCCn1c(SCC(=O)Nc2ccc(C)cc2)nc2ccccc2c1=O | ? |
| CC(C)N(C)Cc1nnnn1CC(=O)NCC1CCCN(c2ncccn2)C1 (configuration not stated) | -6% |
| COc1cccc(C(=O)N2C(C(=O)NCC(C)C)COC23CCN(C(=O)c2ccccc2F)CC3)c1 (configuration not stated) | -23% |
| O=C(O)CC[C@@H]1CN(CCn2cc(Cl)cn2)CC[C@@H]1N1CCOCC1 | -10% |
| COc1cccc(-c2cnc3n[nH]c(-c4ccc(F)cc4C)c3n2)c1 | 22%[44.1 µM] |
| CC(C)Oc1ccc(CNC(=O)c2cc3cccc4c3n2CC(C)S4)cc1 (configuration not stated) | i |
| O=C1NCCC[C@@H]1NC(=O)[C@@H]1CN(C(=O)c2ccccc2)CCN1C(=O)c1cccc(F)c1 | i |
| CC1=C[C@@H](CN2CCOCC2)[C@H](C(C)C)C[C@H]1Cc1nnc(-c2ccc(N(C)C)cc2)o1 | ? |
| COc1ccc(NC(=O)CSc2ccc3nc(-c4ccccc4)cn3n2)c(OC)c1 | ? |
| CN(C)C(=O)c1ccnc(-c2nnc3ccc(N4CCCCC4)nn23)c1 | i |
| c1ccc(-c2noc(-c3cncnc3NC3CCc4ccccc43)n2)cc1 (configuration not stated) | ? |
| C=CCN1CC2(CCC1=O)CCN(C(=O)NC(C)CC)CC2 (configuration not stated) | -7% |
| O=C(Cc1ccccc1)N1CCC2(COc3ccncc3S(=O)(=O)N2)C1 (configuration not stated) | -10% |
| CN(Cc1ccccc1)Cc1cc(C[C@@H]2CC[C@H](O)[C@@H](CNCc3ccccc3)O2)no1 | 1.8µM* |
| Cc1ccn(CCC(=O)N2CC(=O)N(C3CCCCC3)CC(OCc3ccccc3)C2)n1 (configuration not stated) | ? |
| Cc1ccccc1C(=O)N1CC(C(=O)NCCc2ccncc2)C2(CCOCC2)C1 (configuration not stated) | -6% |
| CCOC(=O)Cc1ccc(NC(=O)NC(C)c2c(-n3cccc3)sc(C)c2C)cc1 (configuration not stated) | i |
| CC(=O)c1cccc(NC(=O)Cn2c(-c3cnccn3)nc(C)c(C)c2=O)c1 | i |
| CCCc1ccc(OC(=O)c2sc3ncn(Cc4cccc(F)c4)c(=O)c3c2C)cc1 | ? |
| COc1cccc(CN2CCCN(Cc3ccc(F)cc3)S2(=O)=O)c1 | i |
| CCCc1cc(=O)oc2cc(C)c3c(C(C)(C)C)coc3c12 | ? |
| CC1(C)C(=O)N(CCOc2ccccc2)[C@H]2CN(Cc3c[nH]c4ccccc34)C[C@H]2[S+]1(=O)[O-] | ? |
| O=C(c1ccccc1OCC1CCCN(C2CCCCC2)C1)N1CCCCC1 (configuration not stated) | i |
| Cc1cccc(NC(=O)CN2C(=O)NC3(CCOCC3)C2=O)c1 | -6% |
| CCC(O)Cn1nc(CCOC)nc1-c1ccc(-c2nnn(C)n2)cc1 (configuration not stated) | -7% |
| CCN(C(=O)CN1C(=O)NC2(CCCCC2)C1=O)c1ccccc1 | -19% |
| O=C(CC[C@@H]1CNC(=O)[C@@H]2C[C@H](NC(=O)Nc3cccc(Cl)c3)CN12)NCc1cccnc1 | ? |
| C[C@]1(CO)[C@H]2Cc3sc(NC(=O)C4CCCCC4)nc3[C@@H](CC(=O)O)[C@]2(C)CC[C@H]1O | -21% |
| CC1(c2ccccc2)N(Cc2ncccn2)C(=O)OC12CCN(CCCc1ccccc1)CC2 (configuration not stated) | -6% |
| CCCc1cc(CNC(=O)c2ccc(NC3CCOC(C)(C)C3)nc2)on1 (configuration not stated) | -15% |
| COc1ccccc1C(=O)OCc1cc(=O)n2nc(C3CCCCC3)sc2n1 | 47% |
| COC[C@H]1NC(=O)CC[C@H]1C(=O)O | i |
| Cc1cccc(NC(=O)CCn2cnnn2)c1 | 8% |
| Cc1cccc(-c2nc3cc(NC(=O)COc4ccccc4F)ccc3o2)c1 | -6% |
| COc1ccc(Cn2nnc3c(=O)[nH]c(C4CCCN(C(=O)c5ccccc5Cl)C4)nc32)cc1OC (configuration not stated) | ? |
| COc1ccccc1CCC(=O)N1CC2CC(C1)[C@H]1CCCC(=O)N1C2 (some centres not stated) | 2% |
| Cc1ccc(OCC(=O)N2CCCC(CN3CCCC3)CC2)cc1 (configuration not stated) | ? |
| COc1cccc(-c2ncc3c(n2)OCCN(Cc2ccccc2)C3=O)c1 | i |
| COC(=O)c1c(-c2ccc(Cl)cc2)noc1N1CCN(c2cccc(C)c2C)CC1 | 4.5µM* |

Copied from the list:
Value for CCC(O)Cn1nc(CCOC)nc1-c1ccc(-c2nnn(C)n2)cc1 (configuration not stated) in Pf Dd2 growth: -7%
Value for CC1(c2ccccc2)N(Cc2ncccn2)C(=O)OC12CCN(CCCc1ccccc1)CC2 (configuration not stated) in Pf Dd2 growth: -6%

Remaining list, next part
| structure | Pf Dd2 growth |
| --- | --- |
| Cc1c(O)cccc1C(=O)N1CCCC2(C1)C(=O)N(C)c1ccccc12 (configuration not stated) | ? |
| CN1[C@@H](c2ccc(Cl)cc2)[C@@H](C(=O)NCCc2cnc[nH]2)C[C@@]1(C)C(=O)O | 25% |
| Cc1cn2nc(C(=O)NCc3ccccc3C)cc2c(N(C)Cc2ccccc2)n1 | ? |
| Cc1cccc(-n2nc(C)c(CCC(=O)N3CCOCC3)c2Oc2ccc(F)cc2F)c1 | 0% |
| COCc1nc(C2CCCN(C(=O)c3ccc(C)cc3)C2)no1 (configuration not stated) | 39%[activator] |
| O=S(=O)(Nc1ccc(F)cc1F)c1ccc(Br)s1 | 31%[activator] |
| O=C(c1cccs1)C1CCCN(Cc2cc3n(n2)CCNC3)C1 (configuration not stated) | -7% |
| COc1cc(OC)cc(C(=O)N2CCC3(CC2)NC(=O)N(c2ccc(F)cc2)N3)c1 | i |
| CN(C)c1ccc(C(=O)N2CCC(n3cc(-c4nc(C5CC5)no4)nn3)C2)cc1 (configuration not stated) | i |
| O=C(NC1CCCCC1)N1CCC2(CC1)CC(N(C(=O)c1ccccc1)C1CC1)CCO2 (configuration not stated) | i |
| Cc1ccc(-n2ncc3c(N4CCC(Cc5ccccc5)CC4)ncnc32)cc1 | 20% |
| CCc1nn2c(=O)cc(COc3ccc(/C=C(\C#N)C(=O)Nc4ccc(C)cc4)cc3)nc2s1 | 8% |
| CCn1c(SCc2ccc(F)cc2Cl)nnc1-c1nonc1NC(C)=O | ? |
| Cc1ccc(CCNC(=O)CN2C(=O)COc3ccc(S(=O)(=O)N4CCCCCC4)cc32)cc1 | -4% |

7 records picked at random from the list so far:
| structure | Pf Dd2 growth |
| --- | --- |
| O=C(Cc1ccccc1)N1CCC2(COc3ccncc3S(=O)(=O)N2)C1 (configuration not stated) | -10% |
| CC(=O)c1cccc(NC(=O)Cn2c(-c3cnccn3)nc(C)c(C)c2=O)c1 | i |
| COc1cccc(C(=O)N2C(C(=O)NCC(C)C)COC23CCN(C(=O)c2ccccc2F)CC3)c1 (configuration not stated) | -23% |
| CCOc1ccccc1NS(=O)(=O)c1cc2[nH]c(=O)c(=O)[nH]c2cc1C | 9% |
| C=CCN1CC2(CCC1=O)CCN(C(=O)NC(C)CC)CC2 (configuration not stated) | -7% |
| Cc1cn2nc(C(=O)NCc3ccccc3C)cc2c(N(C)Cc2ccccc2)n1 | ? |
| COc1ccccc1C(=O)Nc1nc(-c2ccccc2)ns1 | 14% |
